Bioassay records from PubChem.
HepG2 viability = HepG2 cytotoxicity, counter-screen for TGF-b inhibitors; HepG2 CAGA-GFP viability, ATP luminescence, 18 h; Potency, µM (highest dose often 46.1 µM), inactives show top-dose activity change, negative = cytotoxicity, actives largely listed as cytotoxic; 410,000 compounds, 0.76% hits; AID 588856; also: potency is read from the fitted curve at half-maximal effect; some results filed as inactive show a strong effect at the top dose
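CellTiter-Glo luminescence gave cytotoxicity after 18 hours at 37 degrees C. The cells were HepG2 CAGA-GFP in 1% FBS DMEM, stimulated with 500 pg/mL TGF-beta after compound addition. %Activity was normalised to no-cell wells (complete cell-killing) and DMSO (no toxicity), and curves were fitted and classified.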
ATXN2 expr inh = reduces ATXN2 reporter expression in HEK-293 cells. 360,000 compounds, 0.72% hits. HEK-293 ATXN2-luciferase reporter, luminescence, 24 h. AID 1745845. Potency, µM (series often up to 57 µM), for the others: top-dose activity change, negative = inhibition, actives largely listed as inhibitors; also: potency is read from the fitted curve at half-maximal effect; % is scaled to controls: 0 for no effect and ±100 for the full control effect; nearly all actives have a fitted effect of over 55% in size
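ATXN2-luciferase reporter cells (luciferase flanked by upstream and downstream ATXN2 gene portions) were treated 24 h at 37 °C with compounds at up to 57 uM. SteadyGlo luminescence gave expression; GF-AFC fluorescence gave viability.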
IL1B secr inh = blocks inflammasome-driven IL-1 beta release; 360,000 compounds, 4.7% hits; THP-1 LPS/ATP IL-1B secretion, AlphaLISA, 16 h; active compounds read low; activity change, % at 57.5 µM; in the data active = activity change below about -50%; inconclusive = mostly about -30% to -49%; also: % is scaled to controls: 0 for no effect and ±100 for the full control effect
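THP-1 cells pretreated 1 hr with compounds (up to 57.5 uM final), then stimulated with LPS (250 ng/mL final) plus ATP (1.25 mM final); secreted IL-1B measured by AlphaLISA after 16 hr, decreased signal indicating inhibition.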
SW480 rerep = DNA re-replication induction in SW480 cells; SW480 DNA re-replication, Hoechst DNA content imaging, 48 h; Potency, µM (series often up to 46.1 µM), for inactives: at the highest dose re-replication activation, hits mostly activators; 340,000 compounds, 1.8% hits; AID 624297; also: potency is read from the fitted curve at half-maximal effect; % of control where 0% means no effect; nearly all actives have a fitted effect of over 55% in size
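Quantitative HTS format with DMSO vehicle controls; 48 hr drug incubation at 37 C, then 40 min Hoechst staining and scanning imager measurement at 405 nm excitation.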
ATXN viability = reduces viability in counter-screen for ATXN expression inhibitors; S2 cells (HEK-293 line with an ATXN2-luciferase reporter) viability, CellTiter-Fluor protease fluorescence, 24 h; Potency, µM (doses to about 56.7 µM), actives largely listed as cytotoxic; 400,000 compounds, 0.49% hits; AID 651635; also: potency is read from the fitted curve at half-maximal effect; nearly all actives have a fitted effect of over 40% in size
HT1080 IDH1KD tx = HT-1080 IDH1 knockdown cell toxicity (counter line). HT-1080 IDH1 knockdown viability, ATP luminescence, 48 h. 360,000 compounds, 2% hits. Potency, µM (series often up to 46.1 µM), without a hit: at the top dose activity, negative = toxicity, most hits filed as cytotoxic;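 also: potency is read from the fitted curve at half-maximal effect; 0% = DMSO wells and -100% = cell-free medium wells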
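Assay cells: HT-1080 with IDH1 knockdown, 750 per well, RPMI/5% FBS. Exposure: 48 h at 37 °C following 2 h pre-incubation. Read: CellTiter-Glo luminescence; fitted concentration-response, curve class assigned.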
KB-3-1 cytotox = kills parental KB-3-1 adenocarcinoma cells; KB-3-1 viability, CellTiter-Glo ATP luminescence, 72 h; Potency, µM (highest dose often 46.1 µM), inactives show at the top dose activity change, negative = cytotoxic, usual class: cytotoxic; 400,000 compounds, 1.4% hits; also: potency is read from the fitted curve at half-maximal effect; % is scaled to controls: 0 for no effect and ±100 for the full control effect; nearly all actives have a fitted effect of over 60% in size
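Viability of parental KB-3-1 cells, measured by CellTiter-Glo luminescence, followed a 72 h incubation at 37 °C with pinned compounds in phenol-red-free DMEM containing 10% FBS.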
HT1080NT lethal = kills 2HG-producing HT-1080-NT fibrosarcoma cells; AID 686970; HT-1080-NT fibrosarcoma viability, CellTiter-Glo ATP luminescence, 48 h; Potency, µM (doses to about 46.1 µM), without a hit: at the highest dose activity, negative = less viability, most hits filed as cytotoxic; 360,000 compounds, 1.6% hits;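 also: NT is the 2HG producing partner of a matched IDH1 knockdown line; potency is read from the fitted curve at half-maximal effect; 0% = DMSO-treated cells and -100% = media-only wells without cells; nearly all actives have a fitted effect of over 55% in size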
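Read-out is CellTiter-Glo luminescence after 10 minutes at room temperature, following 48 hours' compound treatment of HT-1080-NT cells (750 cells/well, RPMI, 5% FBS, 37 degrees C).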
MCF10A rerep = DNA re-replication induction in MCF 10a cells. AID 624296. 350,000 compounds, 2.9% hits. Potency, µM (top dose mostly 46.1 µM), for inactives: at the top dose activity, positive = re-replication, most hits filed as activators. MCF 10A DNA re-replication, Hoechst nuclear intensity, 48 h; also: potency is read from the fitted curve at half-maximal effect; % of control where 0% means no effect; nearly all actives have a fitted effect of over 50% in size
* = called active by the depositor; i = inactive; ? = inconclusive; . = not tested or not shown; [ ] = another dose, or the depositor's remark. Unless noted, calls follow the shape of the dose curve; as a rule, active = well fitted curve in the direction sought with a large enough effect; inconclusive = small, poorly fitted or top-dose-only effect, or another doubt; inactive = no such curve, though single readings can be large; an effect the other way counts as inactive or inconclusive.

SMILES	HepG2 viability	ATXN2 expr inh	IL1B secr inh	SW480 rerep	ATXN viability	HT1080 IDH1KD tx	KB-3-1 cytotox	HT1080NT lethal	MCF10A rerep
COc1cccc(CNC(=O)c2cc3c(-c4ccccc4F)nn(C)c3s2)c1	-26%	?	.	.	?	.	?	.	.
Cc1cc(OCC(=O)N2CCC(C(N)=O)CC2)c2c3c(c(=O)oc2c1)CCCC3	0%	10%	4	-32%	i	2%	0%	1%	11%
CCC(=NCCO)c1c(O)n(C2CCCCC2)c(=O)[nH]c1=O	1%	3%	4	1%	i	4%	9%	7%	1%
CCCCN1C(=O)NC(=O)/C(=C/c2cnc(SC)nc2)C1=O	5%	-1%	-2	-2%	i	-4%	1%	-3%	-4%
CCOP(=O)(c1ccc(N(C)C)cc1)C(O)c1cccnc1 (stereo not given)	20%	7%	20	-47%[inhibitor]	i	20%	13%	14%	0%
CCC(=O)OC(Cc1ccccc1)(c1ccccc1)[C@H](C)CN(C)C (stereo not given in full)	-25%	-10%	-7	15%	i	-8%	0%	-1%	2%
O=c1[nH]c(O)c(N=Nc2ccc(Cl)c(S(=O)(=O)Nc3ccccc3Cl)c2)c(=O)[nH]1	-1%	-10%	24	2%	?	13%	0%	2%	6%
O=C1NC(=O)C(=Cc2ccc(Sc3ccccc3)o2)C(=O)N1	-185%	?	-100*	?	?	13µM*	1%	18µM*	?
CCCCN1CCC(C#N)(Nc2ccccc2)CC1	-4%	-2%	11	-8%	?	4%	8%	5%	2%
CC1CCC(N(C)C2CCN(C)CC2)CC1 (stereo not given)	3%	-10%	0	-22%	i	-6%	-2%	1%	-2%
Cc1ccc(-c2nc3ccccc3c(=O)n2-c2nccs2)cc1	-8%	6%	18	12%	?	6%	-3%	3%	?
COc1cc(C(=O)NC(=S)N2C[C@H]3C[C@H](C2)c2cccc(=O)n2C3)cc(OC)c1OC	-6%	6%	-13	-5%	i	-6%	4%	17%	-3%
Cn1c(O)c(C=NC2CC3CCC2(C)C3(C)C)c(=O)[nH]c1=O (stereo not given)	-9%	-22%	-21	-3%	i	-11%	7%	1%	?
COc1ccc(CC(C)NCCC(c2ccccc2)c2ccccc2)cc1 (stereo not given)	-105%	.	-71*	?	?	-27%	-14%	-27%	1%
C=CCn1c(O)c(C(CC)=NCc2ccc3c(c2)OCO3)c(=O)[nH]c1=O	-40%	9%	.	-9%	i	-20%	?	-24%	?
O=C(CNC(=O)c1ccccc1)NCC(=O)OCC(=O)c1ccc([N+](=O)[O-])cc1	3%	-7%	0	-2%	i	-12%	-12%	-12%	0%
N#Cc1ccccc1Cn1cc(C(=O)c2cccs2)c2ccccc21	0%	3%	47	-2%	i	-7%	-9%	-13%	3%
COc1cc(CC(C)N)c(OC)cc1I (stereo not given)	-14%	-5%	?	5%	i	-21%	-1%	-8%	0%
C[C@]12CCC3C(C1CCC2=O)[C@H](O)C[C@H]1C[C@@H](O)CC[C@]31C (stereo not given in full)	-22%	10%	12	-3%	?	4%	3%	2%	-3%
OC1/C(=C/c2ccccc2F)N2CCC1CC2 (stereo not given)	-15%	-9%	2	-4%	i	9%	-2%	13%	-1%

Shown with bars between the fields: part of the list above
smiles | HepG2 viability | ATXN2 expr inh | IL1B secr inh | SW480 rerep | ATXN viability | HT1080 IDH1KD tx | KB-3-1 cytotox | HT1080NT lethal | MCF10A rerep
CCC(=NCCO)c1c(O)n(C2CCCCC2)c(=O)[nH]c1=O | 1% | 3% | 4 | 1% | i | 4% | 9% | 7% | 1%
CCCCN1C(=O)NC(=O)/C(=C/c2cnc(SC)nc2)C1=O | 5% | -1% | -2 | -2% | i | -4% | 1% | -3% | -4%
CCOP(=O)(c1ccc(N(C)C)cc1)C(O)c1cccnc1 (stereo not given) | 20% | 7% | 20 | -47%[inhibitor] | i | 20% | 13% | 14% | 0%
CCC(=O)OC(Cc1ccccc1)(c1ccccc1)[C@H](C)CN(C)C (stereo not given in full) | -25% | -10% | -7 | 15% | i | -8% | 0% | -1% | 2%
O=c1[nH]c(O)c(N=Nc2ccc(Cl)c(S(=O)(=O)Nc3ccccc3Cl)c2)c(=O)[nH]1 | -1% | -10% | 24 | 2% | ? | 13% | 0% | 2% | 6%
O=C1NC(=O)C(=Cc2ccc(Sc3ccccc3)o2)C(=O)N1 | -185% | ? | -100* | ? | ? | 13µM* | 1% | 18µM* | ?

(list continues)
SMILES	HepG2 viability	ATXN2 expr inh	IL1B secr inh	SW480 rerep	ATXN viability	HT1080 IDH1KD tx	KB-3-1 cytotox	HT1080NT lethal	MCF10A rerep
O=C(CN1CCN(c2ccccc2F)CC1)Nc1cccnc1Cl	-2%	23%	8	-2%	i	?	-5%	-15%	?
COc1ccc2c(c1)C1OCCNC1CC2 (stereo not given)	1%	5%	5	.	i	4%	0%	11%	.
CCC(=NCCC(c1ccccc1)c1ccccc1)c1c(O)n(C)c(=O)n(C)c1=O	12%	-24%	15	-3%	i	-17%	?	-23%	8.2µM*
C[N+](C)(C)CC#CCOC(=O)Nc1cccc(Cl)c1	-3%	0%	-4	-7%	i	2%	0%	9%	-8%
COc1ccc(-n2nc(C(=O)NCC(=O)N3CCC4(CC3)OCCO4)c3ccccc3c2=O)cc1Cl	0%	79%[activator]	-6	-50%[inhibitor]	i	4%	29%	7%	-11%
CC(=O)Nc1cccc([As](=O)(c2cccc(NC(C)=O)c2)c2cccc(NC(C)=O)c2)c1	-25%	.	0	5%	i	-3%	6%	0%	3%
C[N+]1(C)CCOC(O)(c2ccc(-c3ccc(C4(O)C[N+](C)(C)CCO4)cc3)cc2)C1 (stereo not given)	1%	-7%	7	?	i	0%	0%	-8%	-33%[inhibitor]
CN(C(=O)COC(=O)c1cn(C)c2ccccc12)C1CCCCC1	-15%	7%	-50*	-2%	i	4%	2%	8%[9.24 µM]	6%
CCOC(=O)c1cc2cc(OC)ccc2n1C1CCN(Cc2ccccc2)CC1	.	21%	29	.	i	-26%	-6%	?	.
CN1CCN(c2ccc(S(C)(=O)=O)cc2[N+](=O)[O-])CC1	-5%	-16%	0	-2%	i	13%	-2%	18%	-2%
COc1ccc(OC)c(N2C(=O)NC(=O)/C(=C\c3ccc([N+](=O)[O-])s3)C2=O)c1	0%	-26%	?	-2%	i	-18%	4%	-13%	14%
CC(=O)[C@H]1CC[C@H]2[C@@H]3CC[C@H]4C[C@](C)(O)CC[C@]4(C)[C@H]3CC[C@]12C	.	-3%	.	0%	i	.	.	.	-2%
COc1ccccc1N1CCN(CCc2ccccc2)CC1	2%	.	-1	1%	i	-18%	-3%	-4%	-1%
Clc1ccc2sc(C3CCNCC3)nc2c1	1%	42%[activator]	-20	-5%	.	-5%	1%	-22%	21%
CCCCn1c(O)c(C(CC)=Nc2ccc(OC)cc2OC)c(=O)[nH]c1=O	-5%	?	-9	?	?	-24%	?	-15%	?
Fc1ccc(Cn2nnnc2C(c2ccc(Cl)cc2)N2CC=C(c3ccc(F)cc3)CC2)cc1 (stereo not given)	-22%	.	?	?	i	-3%	-2%	1%	14%
CN1[C@@H]2CC[C@H]1CC(OC(=O)C1C=Nc3ccccc31)C2 (stereo not given in full)	-1%	-20%	?	-2%	i	-22%	?	?	?
CC(C)(C)n1nnnc1C(c1cccs1)N1CCC2(CC1)C(=O)NCN2c1ccccc1 (stereo not given)	-4%	-5%	-17	.	?	0%	0%	6%	.
COc1ccc(Cn2c(O)c(C=NCCN3CCOCC3)c(=O)[nH]c2=O)cc1	-9%	-4%	-2	10%	i	9%	11%	12%	7%
CCOC(=O)c1c(/N=C/C2C(=O)NC(=O)NC2=O)sc2c1CCC2	2%	2%	-9	0%	i	-11%	13%	-7%	1%
CCN1CCN(c2ccc([N+](=O)[O-])cc2C(=O)OC)CC1	1%	-4%	2	?	i	-1%	1%	3%	12%
Cc1[nH]n(-c2ccccc2)c(=O)c1C(c1cccc([N+](=O)[O-])c1O)c1c(C)[nH]n(-c2ccccc2)c1=O	-22%	-12%	-3	-6%	i	-24%	-2%	-23%	?
COC(=O)C1=C(c2ccc(S(C)(=O)=O)cc2)C[C@@H]2CC[C@H]1N2C(=O)N1CCC(C)CC1	-31%	10%	7	0%	?	17%	1%	16%	3%
c1ccc(CCn2nnnc2CN2CCC(n3nnc4ccccc43)CC2)cc1	1%	1%	-5	10%	?	-4%	-1%	-6%	0%
CC(=O)C1C(=O)NC23CCCCC2C1c1ccccc1O3 (stereo not given)	-13%	7%	-15	?	i	0%	-18%	-12%	9%
COc1ccc(-c2c3c(nc4sc5c(Cl)nc(C)nc5c24)CCC3)cc1	1%	-32%	6	-2%	?	11%	7.3µM*	14%	?
COc1ccc(-n2c(=S)[nH]c3ccc(C)cc3c2=O)cc1	0%	.	10	.	?	4%	7%	3%	.
COc1cc2c(c(OC)c1)C(=O)OC(C)CCCC(=O)CCCCC2 (stereo not given)	5%	-25%	0	0%	i	0%	15%	4%	?
O=C(N/N=C/c1ccc([N+](=O)[O-])o1)c1cc([N+](=O)[O-])cc([N+](=O)[O-])c1O	.	4%	.	-4%	?	.	.	.	-1%
CC(C)C1C(c2ccccc2)N(C)C(c2ccccc2)CC1(O)c1ccccc1 (stereo not given)	-103%	?	-8	?	?	9%	8%	4%	5.2µM*
Cc1nc2ccccc2c(=O)n1-c1ccc(Cl)cc1Cl	-12%	1%	-3	?	i	-3%	0%	-2%	7%
COC(=O)C1=C(c2ccc(F)cc2OCc2ccccc2)C[C@@H]2CC[C@H]1N2C(=O)N1CCC(O)(c2ccc(Cl)cc2)CC1	-19%	-18%	-53*	26%	?	-13%	?	-8%	-35%[inhibitor]
CC(=O)C1=C(O)C2(C)c3c(O)c(C)c(O)c(C(C)=O)c3OC2CC1=O (stereo not given)	-51%	.	-3	.	i	-30%	-78%	?	.
CCCCn1nnnc1C(c1ccccc1)N1CCC2(CC1)C(=O)NCN2c1ccccc1 (stereo not given)	2%	35%	-11	.	?	-29%	0%	?	.

These rows are one share of the data; the hit share may differ from the screen's.
